MCL1-BIM inh: disrupts human MCL1 binding to BIM-BH3 peptide; inhibition, % at 10.9 µM; 0.68% of 320,000 active; GST-MCL1 / FITC-Bim-BH3 fluorescence polarization;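 active means inhibition above the mean inhibition of all tested compounds plus 3 SD, set per campaign, cut at about 40% in these data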;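 further: 0% = DMSO wells and 100% = unlabeled Bim-BH3 peptide control; higher means more loss of mP so more displacement of Bim peptide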
Target sequence (Q07820 whole entry, looked up): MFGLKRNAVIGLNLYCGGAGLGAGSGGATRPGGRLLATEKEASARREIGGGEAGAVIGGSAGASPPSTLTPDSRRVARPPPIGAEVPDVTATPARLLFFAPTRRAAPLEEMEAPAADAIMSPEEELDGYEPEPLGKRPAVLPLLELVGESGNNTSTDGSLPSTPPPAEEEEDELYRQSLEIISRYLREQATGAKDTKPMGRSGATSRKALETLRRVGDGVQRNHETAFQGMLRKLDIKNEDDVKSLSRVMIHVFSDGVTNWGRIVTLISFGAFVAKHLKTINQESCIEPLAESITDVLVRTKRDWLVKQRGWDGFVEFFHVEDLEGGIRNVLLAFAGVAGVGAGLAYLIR
PME-1 primary: PME-1 (human) inhibition | recombinant PME-1, FP-Rh probe fluorescence polarization | inhibition, % at 5.9 µM | 0.53% of 320,000 active;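 active means inhibition above the campaign mean of all compounds plus 3 SD, cut at about 26% in these data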;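 further: competitive labeling of PME-1 active site by serine hydrolase directed probe; 0% = PME-1 with DMSO and 100% = wells lacking PME-1 enzyme; inhibitors block probe labeling so polarization falls and inhibition rises; many of its hits are not listed in these tables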
PAD4 FP inh: inhibitors of human PAD4. Q9UM07. recombinant PAD4, RCA probe fluorescence polarization. 0.41% of 330,000 active. inhibition, % at 6.36 µM;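 active means percent inhibition above a cutoff equal to the mean of all tested compounds plus 3 SD, cut at about 15% in these data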;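 further: 0% = PAD4 with RCA probe and DMSO and 100% = probe without PAD4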
GLD-1 RNA inh: GLD-1-TGE RNA interaction inhibition (C. elegans); Q17339; purified GLD-1 + fluorescein TGE RNA, fluorescence polarization; inhibition, % at 5.96 µM; 0.44% of 320,000 active; AID 2280;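 active means percent inhibition above a per-plate cutoff, the plate mean of test compounds plus 3 SD, cut at about 30% in these data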;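 further: 0% = DMSO wells with GLD-1 and probe and 100% = wells lacking GLD-1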
GSTO1 inh: counter-screen for RBBP9 inhibitors: inhibitors of human GSTO1; P78417; recombinant GSTO1, activity-based probe fluorescence polarization; inhibition, % at 5.96 µM; 1.1% of 300,000 active;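 active means inhibition above the campaign mean inhibition plus 3 SD, cut at about 35% in these data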;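 further: 0% = GSTO1-1 with DMSO and 100% = wells lacking GSTO1-1 enzyme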
TPT1 inh: inhibitors of Candida albicans tRNA 2'-phosphotransferase TPT1. recombinant caTPT1, FP RNA substrate dephosphorylation. inhibition, % at 5 µM. 0.81% of 300,000 active;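 active means inhibition above the mean of all tested compounds plus 3 SD, set per screening campaign, cut at about 24% in these data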;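 further: plate controls were DMSO alone for no effect and ferristatin control at 100 nM for full effect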
Fam108B inh: blocks mouse Fam108B hydrolase in RBBP9 counter-screen; recombinant Fam108B, FP-Rh probe fluorescence polarization; inhibition, % at 9.51 µM; 0.33% of 300,000 active;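 active means inhibition above the screen mean inhibition plus 3 SD, computed separately per campaign, cut at about 18% in these data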;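 further: inhibitors lower polarization as less probe binds the enzyme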
Bcl-xL primary: inhibitors of human Bcl-xL; GST-Bcl-xL / FITC-Bim BH3 peptide fluorescence polarization; inhibition, % at 10.9 µM; 0.7% of 320,000 active; AID 2129;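 active means inhibition above the mean of all tested compounds plus 3 SD, cutoff set per campaign, cut at about 30% in these data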;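 further: 0% = DMSO wells and 100% = unlabeled Bim-BH3 peptide competitor; inhibitors lower millipolarization by displacing the labeled peptide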
Target sequence (Q07817 whole entry, looked up): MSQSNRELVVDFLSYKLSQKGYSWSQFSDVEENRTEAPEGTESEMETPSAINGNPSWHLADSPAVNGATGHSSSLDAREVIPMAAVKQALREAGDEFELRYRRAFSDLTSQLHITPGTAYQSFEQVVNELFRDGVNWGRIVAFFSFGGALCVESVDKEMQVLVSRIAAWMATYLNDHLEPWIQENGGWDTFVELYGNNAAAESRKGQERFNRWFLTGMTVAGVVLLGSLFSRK
MEX-5 binding: C. elegans MEX-5 TCR-2 RNA binding activity. Q9XUB2. MEX-5/FITC-TCR2 RNA binding, fluorescence polarization; stronger effect = lower value. activity score (negative = inhibition of binding), % at 10 µM. 0.38% of 300,000 active;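 active means inhibition past about -25% in most replicates, and total fluorescence under double the plate's negative control median, limit read from the data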;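 further: 0% = DMSO and -100% = 5 µM competing unlabeled TCR2 RNA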
Target sequence (Q9XUB2 whole entry, looked up): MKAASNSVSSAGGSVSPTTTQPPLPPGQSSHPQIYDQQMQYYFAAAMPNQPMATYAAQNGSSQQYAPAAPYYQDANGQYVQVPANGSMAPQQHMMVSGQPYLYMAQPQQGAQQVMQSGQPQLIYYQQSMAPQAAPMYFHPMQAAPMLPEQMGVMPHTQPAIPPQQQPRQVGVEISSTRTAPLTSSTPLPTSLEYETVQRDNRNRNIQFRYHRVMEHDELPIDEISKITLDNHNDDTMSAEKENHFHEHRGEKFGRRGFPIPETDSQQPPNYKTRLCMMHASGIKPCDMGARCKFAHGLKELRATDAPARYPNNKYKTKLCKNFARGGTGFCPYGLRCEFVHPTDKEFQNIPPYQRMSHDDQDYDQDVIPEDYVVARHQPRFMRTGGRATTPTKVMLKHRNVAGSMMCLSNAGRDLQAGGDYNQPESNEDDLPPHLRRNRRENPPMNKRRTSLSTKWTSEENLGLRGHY
* hit, by the source's call. This is a subset; the hit share may differ from the screen's.

`CC(C)C(c1nnnn1C1CCCC1)N1CCN(C(=O)c2ccco2)CC1` (stereo not drawn) gave MCL1-BIM inh 0, PME-1 primary -2, PAD4 FP inh -1, GLD-1 RNA inh 3, GSTO1 inh 5, TPT1 inh -4, Fam108B inh 3, Bcl-xL primary 4 and MEX-5 binding -0.7.
For O=C(NCC1CCCC(CNC(=O)Nc2ccc(Cl)cn2)C1)Nc1ccc(Cl)cn1 (stereo not drawn) the results were MCL1-BIM inh -5, PME-1 primary -11, PAD4 FP inh -2, GLD-1 RNA inh 3, GSTO1 inh -7, TPT1 inh -4, Fam108B inh -7, Bcl-xL primary 2 and MEX-5 binding -1.3.
Screening Cc1ccc(-c2nc3ccsc3c(=O)[nH]2)cc1 returned MCL1-BIM inh 3, PME-1 primary -1, PAD4 FP inh -4, GLD-1 RNA inh 2, GSTO1 inh -5, TPT1 inh -4, Fam108B inh 2, Bcl-xL primary 2 and MEX-5 binding 1.9.
`COc1ccc(CC(=O)Nc2ccc(S(=O)(=O)Nc3ncccn3)cc2)cc1OC` gave MCL1-BIM inh 1, PME-1 primary -2, PAD4 FP inh -2, GLD-1 RNA inh -1, GSTO1 inh 4, TPT1 inh -1, Fam108B inh -3, Bcl-xL primary 10 and MEX-5 binding 0.6.
For COCCN1C(=O)c2ccccc2C(C(=O)Nc2ccc3c(c2)OCCO3)C1c1ccc(F)cc1 (stereo not drawn) the results were MCL1-BIM inh 3, PME-1 primary 1, PAD4 FP inh -3, GLD-1 RNA inh -2, GSTO1 inh 6, TPT1 inh -4, Fam108B inh 1, Bcl-xL primary 6 and MEX-5 binding 0.7.
For COC(=O)c1ccccc1SCC(=O)Nc1ccc(N2CCOCC2)cc1 the results were MCL1-BIM inh 11, PME-1 primary 6, PAD4 FP inh -5, GLD-1 RNA inh -2, GSTO1 inh 1, TPT1 inh 0, Fam108B inh 0, Bcl-xL primary 17 and MEX-5 binding -5.5.
Screening CCc1ccc(C(=O)/C=C/c2cnn(C)c2C)s1 returned MCL1-BIM inh 7, PME-1 primary 0, PAD4 FP inh 5, GLD-1 RNA inh 4, GSTO1 inh -6, TPT1 inh -7, Fam108B inh -3, Bcl-xL primary 7 and MEX-5 binding 1.4.
`COC(=O)CCN1CCN(S(=O)(=O)c2ccc3c(c2)OCCO3)CC1` gave MCL1-BIM inh -1, PME-1 primary 0, PAD4 FP inh -3, GLD-1 RNA inh 5 and Bcl-xL primary 4.
Screening COc1ccccc1NC(=O)Nc1ccccc1C(N)=O returned MCL1-BIM inh 10, PME-1 primary 0, PAD4 FP inh -2, GLD-1 RNA inh 1, GSTO1 inh 0, TPT1 inh -5, Fam108B inh -2, Bcl-xL primary 8 and MEX-5 binding 1.3.
`Cn1cc(CCC(=O)NCc2cccc(Cl)c2)c2ccccc21` gave MCL1-BIM inh -14, PME-1 primary -3, PAD4 FP inh -5, GLD-1 RNA inh -4, GSTO1 inh -10, TPT1 inh 3, Fam108B inh 1, Bcl-xL primary -4 and MEX-5 binding 4.0.
For C=C(C)C1CC=C(C)/C(=N\NC(=O)CNc2cccc3ccccc23)C1 (stereo not drawn) the results were MCL1-BIM inh 18, PME-1 primary 2, PAD4 FP inh -4, GLD-1 RNA inh -9, GSTO1 inh 4, TPT1 inh 2, Fam108B inh 2, Bcl-xL primary -2 and MEX-5 binding 1.0.
Screening NC(=O)COc1ccccc1C(=O)NC12CC3CC(CC(C3)C1)C2 returned MCL1-BIM inh 6, PME-1 primary 3, PAD4 FP inh -8, GLD-1 RNA inh -6, GSTO1 inh -3, TPT1 inh -1, Fam108B inh 2, Bcl-xL primary 6 and MEX-5 binding -0.2.
`CN(C)[C@H]1N(C(=O)c2ccc(Br)cc2)N=C2c3ccccc3S(=O)(=O)N21` gave MCL1-BIM inh 4, PME-1 primary 1, PAD4 FP inh -6, GLD-1 RNA inh 7, GSTO1 inh 2, TPT1 inh -1, Fam108B inh -1, Bcl-xL primary 7 and MEX-5 binding 1.7.
Screening CNC(=O)c1sc(Nc2ccc(OCc3ccccc3)cc2)nc1C returned MCL1-BIM inh 4, PME-1 primary 10, PAD4 FP inh 6, GLD-1 RNA inh -2, GSTO1 inh 3, TPT1 inh 1, Fam108B inh 7, Bcl-xL primary 2 and MEX-5 binding 1.2.
Screening CCOC(=O)c1ccc2[nH]cc(C(C)=O)c(=O)c2c1 returned MCL1-BIM inh -1, PME-1 primary -4, PAD4 FP inh 1, GLD-1 RNA inh 3, GSTO1 inh 8, TPT1 inh 5, Fam108B inh 1, Bcl-xL primary 10 and MEX-5 binding 5.4.
For Cc1ccc(N=c2ssnc2Cl)cc1 the results were MCL1-BIM inh 3, PME-1 primary 2, PAD4 FP inh 2, GLD-1 RNA inh 11, GSTO1 inh 2, TPT1 inh -6, Fam108B inh -1, Bcl-xL primary -5 and MEX-5 binding 0.5.
`COc1cccc(C(C)NC(=O)Cc2cccs2)c1` (stereo not drawn) gave MCL1-BIM inh 8, PME-1 primary 0, PAD4 FP inh 0, GLD-1 RNA inh 4, GSTO1 inh 8, TPT1 inh -1, Fam108B inh 4, Bcl-xL primary 12 and MEX-5 binding 0.0.
`CCOC(=O)c1[nH]c2ccc(Br)cc2c1NC(=O)CCN1CCCC(C)(C)C1` gave MCL1-BIM inh -24, PME-1 primary 1, PAD4 FP inh -7, GLD-1 RNA inh 3, GSTO1 inh 2, TPT1 inh 0, Fam108B inh 9, Bcl-xL primary -8 and MEX-5 binding 1.0.
For COc1ccc(NC(=O)Cn2nnc(C(N)=O)c2N)c(OC)c1 the results were MCL1-BIM inh 2, PME-1 primary -2, PAD4 FP inh 5, GLD-1 RNA inh 7, GSTO1 inh 0, TPT1 inh 0, Fam108B inh 3, Bcl-xL primary 1 and MEX-5 binding -2.8.
Screening O=C(CN1C(=O)c2ccccc2C1=O)c1ccccc1 returned MCL1-BIM inh -5, PME-1 primary 3, PAD4 FP inh -7, GLD-1 RNA inh -8, GSTO1 inh 10, TPT1 inh 5, Fam108B inh -5, Bcl-xL primary -1 and MEX-5 binding -1.0.
`COc1cc(S(=O)(=O)N2CCOCC2)ccc1NC(=O)CSc1n[nH]c(=O)[nH]c1=O` gave MCL1-BIM inh 3, PME-1 primary 1, PAD4 FP inh 3, GLD-1 RNA inh 2, GSTO1 inh 13, TPT1 inh -6, Fam108B inh 0, Bcl-xL primary 5 and MEX-5 binding -1.7.
O=C(NCC1CC1)c1ccc2c3n(nc2c1)-c1ccc(Cl)cc1CO3 was read as MCL1-BIM inh -10, PME-1 primary -7, PAD4 FP inh -4, GLD-1 RNA inh -1, GSTO1 inh -4, TPT1 inh 1, Fam108B inh -2, Bcl-xL primary 4 and MEX-5 binding 1.1.
`CC1CCCN(C(=S)Nc2ccc(S(=O)(=O)N3CCCCC3)cc2)C1` (stereo not drawn) gave MCL1-BIM inh 6, PME-1 primary 0, PAD4 FP inh -5, GLD-1 RNA inh 4, GSTO1 inh -5, TPT1 inh -1, Fam108B inh -6 and Bcl-xL primary 0.
`NC(=S)N/N=C/c1ccc(-c2cc(Cl)cc(Cl)c2)o1` gave MCL1-BIM inh 5, PME-1 primary 3, PAD4 FP inh -3, GLD-1 RNA inh 0, GSTO1 inh -7, TPT1 inh 6, Fam108B inh 3, Bcl-xL primary 1 and MEX-5 binding -2.4.
`CC1Cc2ccccc2N1C(=O)CSc1nnc2n1C(C)(C)Cc1ccccc1-2` (stereo not drawn) gave MCL1-BIM inh 8, PME-1 primary 3, PAD4 FP inh -2, GLD-1 RNA inh 1, GSTO1 inh -1, TPT1 inh 0, Fam108B inh 1, Bcl-xL primary 0 and MEX-5 binding -0.4.
`CN(CCOc1ccccc1Cl)Cc1ccccc1` gave MCL1-BIM inh 4, PME-1 primary -1, PAD4 FP inh -1, GLD-1 RNA inh 1, GSTO1 inh 2, TPT1 inh -1, Fam108B inh 0, Bcl-xL primary 2 and MEX-5 binding 1.6.
For COc1ccc(S(=O)(=O)CCc2nc3ccccc3s2)cc1 the results were MCL1-BIM inh -1, PME-1 primary -2, PAD4 FP inh 0, GLD-1 RNA inh 7, GSTO1 inh -1, TPT1 inh -5, Fam108B inh 3, Bcl-xL primary 5 and MEX-5 binding -0.6.
CCc1c(C)nc2ncnn2c1NC1CCCc2ccccc21 (stereo not drawn) was read as MCL1-BIM inh 0, PME-1 primary 2, PAD4 FP inh -1, GLD-1 RNA inh -2, GSTO1 inh 12, TPT1 inh 0, Fam108B inh 0, Bcl-xL primary 5 and MEX-5 binding 4.0.
Screening COc1ccc(NC(=O)[C@H](C)NC(=O)[C@@H]2Cc3ccccc3CN2C(=O)OC(C)(C)C)cc1 returned MCL1-BIM inh -1, PME-1 primary 2, PAD4 FP inh 1, GLD-1 RNA inh 9, GSTO1 inh 1, TPT1 inh 0, Fam108B inh 5, Bcl-xL primary 2 and MEX-5 binding -1.1.
O=C(CSc1n[nH]c(-c2ccncc2)n1)Nc1ccc(F)cc1 was read as MCL1-BIM inh 1, PME-1 primary 1, PAD4 FP inh -1, GLD-1 RNA inh -10, GSTO1 inh 3, TPT1 inh -2, Fam108B inh 3, Bcl-xL primary 3 and MEX-5 binding -3.1.
For CC(C)=CCN1CCC(n2nccc2NC(=O)c2ccccc2Cl)CC1 the results were MCL1-BIM inh 1, PME-1 primary 0, PAD4 FP inh 0, GLD-1 RNA inh 1, GSTO1 inh -2, TPT1 inh 0, Fam108B inh 5, Bcl-xL primary -3 and MEX-5 binding -0.2.
For CCN(CCCNC(=O)C1CCN(S(=O)(=O)c2c(C)[nH]c(=O)[nH]c2=O)CC1)c1cccc(C)c1 the results were MCL1-BIM inh -6, PME-1 primary -2, PAD4 FP inh -5, GLD-1 RNA inh -14, GSTO1 inh 1, TPT1 inh 0, Fam108B inh 2, Bcl-xL primary 2 and MEX-5 binding -0.4.
COc1ccc(/C(N)=N/O)cc1O was read as MCL1-BIM inh 1, PME-1 primary -5, PAD4 FP inh 0, GLD-1 RNA inh 2, GSTO1 inh -4, TPT1 inh 1, Fam108B inh 1, Bcl-xL primary 1 and MEX-5 binding -0.4.
`COc1ccc(-c2cc(C(F)F)n3ncc(C(=O)N4CCSCC4)c3n2)cc1` gave MCL1-BIM inh 0, PME-1 primary 3, PAD4 FP inh 0, GLD-1 RNA inh 2, GSTO1 inh 10, TPT1 inh -3, Fam108B inh -1, Bcl-xL primary 0 and MEX-5 binding 1.6.
CC(=O)Nc1ccc(CN2CCC(CO)(CCOc3ccccc3)CC2)cc1 was read as MCL1-BIM inh -4, PME-1 primary -8, PAD4 FP inh -3, GLD-1 RNA inh 5, GSTO1 inh -4, TPT1 inh 1, Fam108B inh 3, Bcl-xL primary 3 and MEX-5 binding 0.2.
For CN(CC(=O)Nc1ccccc1Br)C(=O)CCc1nc2ccccc2c(=O)[nH]1 the results were MCL1-BIM inh 3, PME-1 primary 4, PAD4 FP inh 1, GLD-1 RNA inh 0, GSTO1 inh -1, TPT1 inh 0, Fam108B inh 2, Bcl-xL primary 6 and MEX-5 binding 1.1.
`O=C(CCC1CCCCC1)NC1=NCCS1` gave MCL1-BIM inh 2, PME-1 primary -3, PAD4 FP inh 1, GLD-1 RNA inh 3, GSTO1 inh 0, TPT1 inh -1, Fam108B inh -6, Bcl-xL primary -2 and MEX-5 binding -4.3.

High-throughput results (PubChem)
